Nrf2 inh = Nrf2 pathway inhibition. A549 ARE-Fluc reporter, luciferase luminescence, 18-24 h. Potency, µM (highest dose often 46 µM), for inactives: at the highest dose activity change, negative = inhibition, usual class: inhibitors. 360,000 compounds, 2.1% hits; further: potency means the concentration at half of the fitted maximal effect; on the % scale 0 is the no-effect control and ±100 the full control effect; nearly all actives have a fitted effect of over 60% in size
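A549 ARE_Fluc cells, 5000/well, 5% FBS OPTI-MEM; compounds in dose-response, 18-24 h at 37 °C/5% CO2; CellTiter-Fluor viability read (Ex 405/Em 525), then BugLite luciferase luminescence = Nrf2 activity.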
TGFb SMAD3 inh = blocks TGF-b signaling | HepG2 CAGA-GFP TGF-b/SMAD3 reporter, GFP fluorescence, 18 h; TGF-beta stimulated, 500 pg/mL final | 410,000 compounds, 1.2% hits | AID 588855 | Potency, µM (doses to about 46.1 µM), without a hit: at the top dose activity, negative = inhibition, most hits filed as inhibitors; further: potency means the concentration at half of the fitted maximal effect; on the % scale 0 is the no-effect control and ±100 the full control effect; nearly all actives have a fitted effect of over 65% in size
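Inhibition of TGF-beta-driven CAGA-GFP reporter expression in HEPG2 cells is measured by cellular GFP fluorescence after 18 h stimulation with 500 pg/mL recombinant TGF-beta in 1% FBS medium at 37 degrees C.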
A549 tox = A549 cytotoxicity, counter-screen for Nrf2 inhibitors. A549 ARE-Fluc cells, CellTiter-Fluor viability, 18-24 h. Potency, µM (doses to about 46 µM), without a hit: at the highest dose activity change, negative = cytotoxicity, usual class: inhibitors. 390,000 compounds, 0.16% hits; further: potency means the concentration at half of the fitted maximal effect; on the % scale 0 is the no-effect control and ±100 the full control effect
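Cytotoxicity counterscreen: CellTiter-Fluor fluorescence was measured in A549 ARE_Fluc cells after 18-24 h of compound exposure in a concentration series. The subsequent BugLite luminescent read reports ARE-luciferase activity.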
CCT modulator = changes cytosolic chaperonin activity; 360,000 compounds, 0.3% hits; purified chaperonin ATPase assay, HTRF ADP detection, 30 min; activity change, % (concentration not given with the values), hits read low; AID 651819; in the data active means activity change below about -30%; further: on the % scale 0 is the no-effect control and ±100 the full control effect
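TRiC at 40 or 20 nM final (batch-dependent) in 30 mM Tris pH 7.4, 100 mM KCl, 5 mM MgCl2, 1 mM DTT, with compound at single 76 uM and 10 uM ATP, 30 min at 37 deg C. ADP detected by HTRF Transcreener, 665/615 ratio.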
Nrf2 activator = activates Nrf2 signaling. 410,000 compounds, 0.31% hits. AREc32 ARE-luciferase reporter (MCF7-derived line), luminescence, 24 h. AID 624171. Potency, µM (doses to about 46.1 µM), inactives show top-dose activation, actives largely listed as activators; further: potency means the concentration at half of the fitted maximal effect; % of control where 0% means no effect; nearly all actives have a fitted effect of over 65% in size
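AREc32 cells carrying an ARE-driven firefly luciferase, 1000 cells/well in OPTI-MEM with 5% FBS, dosed after overnight attachment and incubated 24 hr at 37 deg C. Steady-Glo luminescence read after 30 min at RT.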
MmCpn inh = M. maripaludis TRiC chaperonin inhibition | 330,000 compounds, 0.031% hits | purified Mm-Cpn ATPase, ADP Transcreener TR-FRET | Potency, µM (doses to about 76.9 µM), inactives show top-dose activity, negative = inhibition, usual class: inhibitors; further: potency means the concentration at half of the fitted maximal effect; on the % scale 0 is the no-effect control and ±100 the full control effect; nearly all actives have a fitted effect of over 80% in size
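Reaction buffer contained 30 mM Tris pH 7.4, 100 mM KCl, 5 mM MgCl2 and 1 mM DTT. Mm-CPN (25 nM final) hydrolysed 10 uM ATP over 30 min at 37°C; ADP was read by HTRF.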
S2 tox = viability counter-screen for ATXN expression inhibitors; S2 cells (HEK-293 line with an ATXN2-luciferase reporter) viability, CellTiter-Fluor protease fluorescence, 24 h; Potency, µM (top dose mostly 56.7 µM), actives largely listed as cytotoxic; 400,000 compounds, 0.49% hits; AID 651635; further: potency means the concentration at half of the fitted maximal effect; nearly all actives have a fitted effect of over 40% in size
HepG2 tox = HepG2 cytotoxicity, counter-screen for TGF-b inhibitors. HepG2 CAGA-GFP viability, ATP luminescence, 18 h. Potency, µM (titrated, usually from 46.1 µM), without a hit: at the highest dose activity change, negative = cytotoxicity, actives largely listed as cytotoxic. 410,000 compounds, 0.76% hits. AID 588856; further: potency means the concentration at half of the fitted maximal effect; some results filed as inactive show a strong effect at the top dose
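HepG2 CAGA-GFP cells (1000/well, DMEM with 1% FBS) received compound, then TGF-beta at 500 pg/mL final, and were incubated 18 hours at 37 degrees C. Viability was read by CellTiter-Glo luminescence. Media-only wells were set as complete cell-killing and DMSO as no toxicity.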
Akt phos inh = blocks phosphorylation of Akt. activity change, % for hits at 50 µM. Neuro2A IGF-stimulated pAkt S473 HTRF, 20 min; active compounds read low. 360,000 compounds, 0.32% hits. AID 651550; in the data active means activity change below about -80%; inconclusive means mostly about -51% to -80%; further: on the % scale 0 is the no-effect control and ±100 the full control effect
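Neuro2A cells (4,500/well, DMEM with 0.5% FBS) were treated with compound at a single 50 µM final concentration, stimulated with 6 nM IGF for 20 min at 37 °C, and lysed. Phospho-Akt Ser473 was read by HTRF as 665/615 ratio ×10^4.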
* = called active by the depositor; i = inactive; ? = inconclusive; · = no result given; [ ] = another dose, or the depositor's remark. Unless noted, the call rests on the fitted dose curve; in most records, active means well fitted curve in the direction sought with a large enough effect; inconclusive means small, poorly fitted or top-dose-only effect, or another doubt; inactive means no such curve, though single readings can be large; an effect the other way counts as inactive or inconclusive.

SMILES	Nrf2 inh	TGFb SMAD3 inh	A549 tox	CCT modulator	Nrf2 activator	MmCpn inh	S2 tox	HepG2 tox	Akt phos inh
O=C(NC1(C(F)(F)F)C(=O)Nc2c1c(=O)[nH]c(=O)n2CCc1ccccc1)c1ccc(Cl)cc1 (centres undefined)	·	-2%	-2%	·	-1.2%	·	?	-3%	·
CCN1C(=O)C(O)(CC(=O)c2ccccn2)c2ccccc21 (centres undefined)	6%	-2%	-5%	-1.9	0.3%	0%	·	-6%	·
Cc1cc(C)nc(N(C#N)Cc2cccc([N+](=O)[O-])c2)n1	-14%	-10%	-3%	-0.8	0.0%	3%	i	-21%	i
O=C(COc1ccccc1)N1c2ccccc2Sc2ccccc21	?	-23%	-5%	-7.0	1.8%	-1%	i	-70%	i
Cc1nc2ccccc2nc(C)c1=NOCc1cccc(F)c1	?	0%	2%	-4.0	4.8%	0%	·	-2%	i
CC1(C(=O)Nc2ccc(F)cc2F)CCN1C(=O)Cc1ccccc1 (centres undefined)	·	6%	·	-0.1	2.3%	·	i	0%	i
COc1cccc(C(c2sc3nc(C)nn3c2O)N2CCC3(CC2)OCCO3)c1 (centres undefined)	-10%	-4%	12%	-1.1	-0.2%[9.22 µM]	-1%	i	6%	i
COc1ccc(Cl)cc1NC(=O)C1CC(c2ccccc2Cl)=NO1 (centres undefined)	·	8%	·	2.7	0.3%	·	?	-1%	i
O=C(c1ccccc1SCc1ccc(F)cc1)N1CCOCC1	8%	-11%	0%	0.4	-0.3%	-1%	i	2%	i
COc1ccc(CNc2ncc(-c3ccc(F)cc3)n2C)c2ccccc12	21µM*	?	0%	1.4	-1.9%	-1%	i	-43%	i
COc1cccc(N2C(=O)C3CC=C(Cl)CC3C2=O)c1 (centres undefined)	·	-3%	2%	1.3	-0.4%	1%	i	7%	·
O=C(NNC(=S)NC1CCCCC1)c1ccccc1Br	-6%	-7%	7%	1.2	0.0%	2%	i	-7%	i
CC(=O)C1=CN(Cc2ccccc2)CCC1=O	-4%	-1%	0%	-0.4	-0.9%	·	i	-3%	i
O=C(Cc1c(O)c2ccccc2[nH]c1=O)NCc1ccc(F)cc1	·	7%	?	-0.3	-0.1%	0%	i	13%	i
COc1ccc(/C=C2\SC(=O)N(CC(=O)Nc3ccc(F)cc3)C2=O)cc1O	-20%	?	-5%	-0.4	3.2%	-1%	?	-16%	i
O=C(Nc1ccccc1)c1ccc(S(=O)(=O)N2CCC(C(=O)O)CC2)cc1	10%	-9%	1%	-1.3	0.0%	3%	i	-1%	i
CC1=C(C(=O)OC2CCCC2)C(c2c(F)cccc2Cl)CC(=O)N1 (centres undefined)	?	?	-3%	·	0.3%	·	i	-2%	·
CN(C)CCCCCCCCCCC(=O)/C=N/O	-7%	-1%	3%	-0.3	-0.5%	·	i	-39%	i
Cc1c(C(=O)Nc2c(F)cccc2F)sc2ncn(Cc3ccccc3F)c(=O)c12	·	6%	2%	·	4.9%	·	i	-15%	·
CCOc1ccc2[nH]c(O)c(NC(C)=O)c2c1	-1%	-18%	2%	-2.7	-0.2%	1%	i	-4%	i
Cc1cccc(C)c1NC(=O)C(NC(=O)CN1C(=O)c2ccccc2C1=O)c1ccccc1 (centres undefined)	0%	?	-8%	2.3	0.3%	0%	i	14%	i
CN(CC(=O)Nc1cc(S(=O)(=O)N2CCCC2)ccc1Cl)Cc1ccc2c(c1)OCO2	-8%	-21%	-3%	-3.7	0.0%	0%	i	-26%	i
O=C1C=CC2C(c3ccc4c(c3)OCO4)CC1N2Cc1ccccc1 (centres undefined)	-12%	5%	-2%	-1.7	-0.3%	0%	i	0%	i
O=C(Nc1ccc(Br)c(C(F)(F)F)c1)c1ccccc1	?	?	-5%	0.0	?	3%	i	-49%	i
Cc1ccccc1OCC(=O)Nc1nc(C)c(C(=O)N(C)C)s1	13%	?	2%	1.8	0.8%	0%	i	-8%	i

Laid out differently: 6 of the compounds above.
The line under a structure holds: Nrf2 inh | TGFb SMAD3 inh | A549 tox | CCT modulator | Nrf2 activator | MmCpn inh | S2 tox | HepG2 tox | Akt phos inh
> CCN1C(=O)C(O)(CC(=O)c2ccccn2)c2ccccc21 (centres undefined)
    6% | -2% | -5% | -1.9 | 0.3% | 0% | · | -6% | ·
> Cc1cc(C)nc(N(C#N)Cc2cccc([N+](=O)[O-])c2)n1
    -14% | -10% | -3% | -0.8 | 0.0% | 3% | i | -21% | i
> O=C(COc1ccccc1)N1c2ccccc2Sc2ccccc21
    ? | -23% | -5% | -7.0 | 1.8% | -1% | i | -70% | i
> Cc1nc2ccccc2nc(C)c1=NOCc1cccc(F)c1
    ? | 0% | 2% | -4.0 | 4.8% | 0% | · | -2% | i
> CC1(C(=O)Nc2ccc(F)cc2F)CCN1C(=O)Cc1ccccc1 (centres undefined)
    · | 6% | · | -0.1 | 2.3% | · | i | 0% | i
> COc1cccc(C(c2sc3nc(C)nn3c2O)N2CCC3(CC2)OCCO3)c1 (centres undefined)
    -10% | -4% | 12% | -1.1 | -0.2%[9.22 µM] | -1% | i | 6% | i

Entries from the list above that contain a CF3 group, in the order listed:
SMILES	Nrf2 inh	TGFb SMAD3 inh	A549 tox	CCT modulator	Nrf2 activator	MmCpn inh	S2 tox	HepG2 tox	Akt phos inh
O=C(NC1(C(F)(F)F)C(=O)Nc2c1c(=O)[nH]c(=O)n2CCc1ccccc1)c1ccc(Cl)cc1 (centres undefined)	·	-2%	-2%	·	-1.2%	·	?	-3%	·
O=C(Nc1ccc(Br)c(C(F)(F)F)c1)c1ccccc1	?	?	-5%	0.0	?	3%	i	-49%	i

Carrying on:
SMILES	Nrf2 inh	TGFb SMAD3 inh	A549 tox	CCT modulator	Nrf2 activator	MmCpn inh	S2 tox	HepG2 tox	Akt phos inh
CCCCn1c(SCC(=O)Nc2cc(NC(=O)c3ccco3)ccc2C)nc2ccccc2c1=O	?	-3%	-2%	0.4	-0.3%	-4%	?	-11%	i
COc1ccc(N(CC(=O)Nc2cc(Cl)ccc2OC)C2=NC3CS(=O)(=O)CC3S2)cc1 (centres undefined)	1%	1%	-7%	-0.7	-0.6%	0%	i	-3%	i
O=C(Nc1ccccc1)c1nc[nH]c1C(=O)Nc1ccccc1F	·	-1%	·	0.2	?	·	i	-13%	i
CC(CNC(=O)C1CCN(S(=O)(=O)c2ccc3c(ccn3C)c2)CC1)c1ccccc1 (centres undefined)	·	10%	2%	·	-0.1%	·	i	2%	·
Cc1nn(C)c(C)c1NC(=O)c1cc2nc(-c3ccco3)cc(C(F)(F)F)n2n1	-22%	-6%	-6%	0.9	5.0%	-1%	i	-1%	i
O=C(CN1C(=O)C2C3C=CC(C3)C2C1=O)Nc1ccc(S(=O)(=O)N2CCCCC2)cc1 (centres undefined)	-3%	24%	0%	-0.4	0.1%	-1%	i	4%	i
CCS(CC)=NS(=O)(=O)c1ccc(NC(C)=O)cc1	·	2%	5%	-3.1	-0.3%	2%	i	3%	-118%*
COc1ccc([C@H]2C[C@@H](O)C[C@@H](CCn3cc(-c4ccccc4)nn3)O2)cc1	·	·	·	-3.1	-0.9%	·	i	·	i
O=C(/C=C/c1ccccc1)Nc1ncn[nH]1	?	10µM*	?	1.8	?	-3%	?	-31%	i
O=C(N[C@H](Cc1cc(=O)[nH]c2ccccc12)C(=O)O)c1ccc(Cl)cc1	?	1%	-5%	0.9	-0.3%	0%	i	-2%	i
CCc1cccc(NC(=O)c2ccc(CNS(=O)(=O)c3ccc4c(c3)C(C)(C)C(=O)N4C)cc2)c1	16µM*	?	-21%	·	-0.9%	·	·	-35%	·
CCn1c(SCC(=O)n2c(C)c(C)c3ccccc32)nnc1-c1ccco1	19%	0%	4%	0.3	2.8%	2%	i	-33%	i
COc1ccc(C(=O)N2CCN(CCNC(=O)C(=O)Nc3ccc(F)cc3)CC2)cc1OC	-19%	0%	-13%	0.1	-0.4%	0%	i	-1%	i
CCCCNC(=O)c1ccc2c(c1)ncn2C1CCCCC1	6%	-7%	2%	0.8	3.0%	-2%	i	3%	i
CC(=O)C1=C(C)N(CC2CC2)C(=O)N[C@H]1c1ccc(Br)cc1	21%	0%	3%	-1.7	0.6%	3%	i	0%	i
O=C(c1ccccc1)N1CCOC12CCN(c1ncc(C(F)(F)F)cc1Cl)CC2	?	-13%	-6%	-4.2	0.1%	2%	?	5%	i
O=[N+]([O-])c1ccc(N2CCN(S(=O)(=O)c3cnc[nH]3)CC2)cc1	-2%	0%	?	-0.4	-0.4%	1%	i	5%	i
CC(=O)c1cccc(S(=O)(=O)N2CCC(C(=O)NC3CCCC3)CC2)c1	13%	-16%	6%	0.6	0.2%	-3%	i	18%	i
CCN(C(=O)CN1C(=O)NC(c2ccccc2)(c2ccccc2)C1=O)c1ccccc1	4%	8%	-8%	0.2	0.5%	-10%	i	-8%	i

Compound activity: PubChem, National Center for Advancing Translational Sciences (NCATS)
